miR-122 sensor = miR-122 inhibition in Huh7 cells. Huh7 miR-122 Renilla luciferase sensor, 48 h; neutral wells = 0, positive control = 100. activation (reporter increase), % at 12.5 µM. 340,000 compounds, 0.3% hits. AID 602342;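 active means mean replicate activation score at least 90 and every replicate individually at or above 90; inconclusive means only one of the two criteria met; inactive means neither criterion met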;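 further: higher luciferase means less miR-122 activity so hits act as miR-122 inhibitors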
CFTR F508del cor = correctors of CFTR F508del function in bronchial epithelial cells. CFBE cells, YFP halide quenching; stimulated with forskolin plus potentiator P3; % fluorescence drop versus neutral controls. activity (quench increase), % at 7.58 µM. 350,000 compounds, 0.36% hits. AID 720511;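 active means mean added fluorescence quench of at least 8% versus neutral control, with both replicates also reaching 8%; inconclusive means only one of the mean or replicate conditions met; inactive means mean below 8% and not both replicates reaching 8%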;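 further: cells transiently co-express mutant CFTR-F508del with the halide-sensitive YFP; corrector assay measuring rescue of mutant channel to the surface after 24 h compound exposure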
PAX8 inh HTS = PAX8 transcriptional activity inhibition; RMG-I TPO-luciferase reporter, SteadyGlo, 24 h; inhibition, % at 12.6 µM; 360,000 compounds, 1.2% hits;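 active means mean replicate inhibition at least 60% with every replicate also reaching 60%; inconclusive means only one of the two criteria is met; inactive means mean below 60% and not all replicates reaching 60%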;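 further: luciferase light reporting Pax8 driven TPO promoter activity; plate controls were median of neutral control wells for no effect and mitoxantrone controls for full effect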
EWS-Fli block = blocks EWS/Fli oncoprotein-driven transcription; A673 NR0B1-luciferase reporter, viability-normalised; inhibition, % at 12.6 µM; 350,000 compounds, 0.67% hits;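 active means mean inhibition of at least 50% after viability correction, with every replicate also passing that limit; inconclusive means mean reaches 50% but only one of two replicates passes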;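 further: firefly luciferase signal divided by Alamar Blue viability fluorescence both relative to DMSO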
INS-1E GSIS act = primary screen for activators of insulin secretion dependent on glucose, INS-1E cells, GLuc reporter luminescence; activation, % at 16.6 µM; INS-1E GLuc reporter insulin secretion, 2-3 h; 370,000 compounds, 0.61% hits;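 active means lowest replicate activation of at least 40%, so every replicate reaches that level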;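 further: 0% = median of neutral control wells and 100% = median of IBMX positive control wells; some compounds called inactive have numbers as strong as hits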
FN deposition inh = fibronectin deposition inhibition; inhibition, % at 12.6 µM; 350,000 compounds, 0.086% hits; AH1F fibroblasts, Alexa488-fibronectin deposition fluorescence, overnight;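 active means mean inhibition across replicates of 30% or more, regardless of how many single replicates reach that level; inconclusive means mean under 30% yet at least half of replicates reach 30%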;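 further: positive control wells lacked labelled fibronectin entirely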
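Material: AH1F fibroblasts assembling fluorescent fibronectin matrix; amount: 10000 AH1F cells/well; medium: DMEM, 2% serum; reagent: Alexa488-fibronectin, 24 nM final in well; dosing: single compound dose, delivered by pin transfer; incubation: 1 h adhesion, overnight exposure; detection: fluorescence after three HBSS washes, excitation 485 nm, emission 525 nm; measure: fibronectin deposition inhibition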
DENV2 CPE rescue = inhibitors of DENV2 cytopathic effect; DENV2-infected cells, cytopathic effect rescue, plate reader; CPE inhibition, % at 9.99 µM; 350,000 compounds, 1.7% hits; in the data active means CPE inhibition above about 20%, passing the limit was not always enough; inconclusive means no clear call, values can overlap the other calls; tested in BHK-21 cells;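 further: 0% = median of neutral control wells and 100% = median of positive control wells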
* hit, by the source's call; ? = inconclusive; nt = no result given; & = joins results of further samples; [ ] = dose if it differs, or a comment.

SMILES	miR-122 sensor	CFTR F508del cor	PAX8 inh HTS	EWS-Fli block	INS-1E GSIS act	FN deposition inh	DENV2 CPE rescue
CCOC(=O)C1=C(C)Nc2ccccc2N=C1NC(=O)/C=C/c1ccc(OC)cc1OC	nt	0.1	-3	1	3	nt	9
C[C@H](CO)N1C[C@H](C)[C@H](CN(C)C)Oc2ncc(Br)cc2C1=O	5[16.7 µM]	0.0	nt	-5	38	-4	-4
CCC(=O)NC[C@@H]1[C@H](c2ccc(-c3cccc(F)c3)cc2)[C@H](CO)N1C(=O)CC	-6[16.7 µM]	3.0	4	-4	-9	nt	12
O=C(NCCNc1ccc(Cl)cc1[N+](=O)[O-])c1ccccc1F	-4	2.5	-14	-37	-20	19	-1
N#C[C@@H]1[C@@H](c2ccc(C#CC3CCCCC3)cc2)[C@@H](CO)N1C(=O)Cc1ccccn1	nt	-2.5	58	4	-9	-2	-9
O=C(NC(=S)NNC(=O)c1ccccc1[N+](=O)[O-])c1ccc(Br)cc1	-1	1.2	2	0	9	2	15
COc1cccc(S(=O)(=O)N2C[C@H](O)COC[C@@H]3O[C@H](CC(=O)N4CCCCC4)CC[C@H]32)c1	1[16.7 µM]	5.4	-4	9	3	0	3
CCCOc1ccc(C2C(C(=O)c3ccco3)=C(O)C(=O)N2CCCn2ccnc2)cc1OC (stereo not given)	-4	2.2	-26	-12	-2	-3	6
CCN(CC)c1ccc(/C=N/NS(=O)(=O)c2ccc(CNC(C)=O)cc2)cc1	nt	-2.0	0	-17	0	-14	-4
C(#Cc1c(-c2ccsc2)sc2ccccc12)c1ccsc1	6	0.3	16	-1	nt	-1	-3
CCc1nnc(NC(=O)c2nc(Cl)ccc2Cl)s1	nt	4.7	10	nt	7	nt	-5
Cc1ccc(OCC(=O)Nc2cc(S(=O)(=O)N3CCOCC3)ccc2N2CCCC2)cc1	11	-0.6	-1	5	-19	4	2
CO[C@H]1CN(C)C(=O)c2ccc(NC(=O)NC(C)C)cc2OC[C@H](C)N(C(=O)CC2CC2)C[C@@H]1C	nt	-0.1	nt	-8	1	2	-3
CCOc1ccc(-c2nnc(-c3ccco3)o2)cc1OCC	-3	nt	-77	nt	nt	-1	nt
O=C(Nc1ccc2c(c1)[C@H]1C[C@@H](CC(=O)N3CCc4ccccc4C3)O[C@@H](CO)[C@H]1O2)NC1CCCC1	0[16.7 µM]	-3.5	9	0	-5	nt	-3
CC(C)CC#Cc1ccc2c(c1)O[C@H](CN(C)CC1CCOCC1)[C@@H](C)CN([C@@H](C)CO)S2(=O)=O	37[16.7 µM]	5.1	nt	20	-5	nt	2
C#CCN1C(=O)[C@]2(OCCC=C[C@H]2C)c2cc(OC)ccc21	nt	-4.6	-2	-1	8	6	-5
CCn1c(COc2cccc(OC)c2)nnc1SCC(=O)Nc1cc(OC)ccc1OC	22	nt	nt	nt	-10	-6	nt
CCCNC(=O)C[C@@H]1C[C@H]2c3cc(NS(=O)(=O)c4cccc(OC)c4)ccc3O[C@H]2[C@H](CO)O1	6[16.7 µM]	-3.2	nt	15	-6	1	2
CO[C@@H]1CN(C)C(=O)c2ccc(NC(C)=O)cc2OC[C@@H](C)N(C(=O)c2ccccn2)C[C@H]1C	-3[16.7 µM]	0.5	-25	16	5	3	-15

Structural class: the entries above containing sulfur (nine)
SMILES	miR-122 sensor	CFTR F508del cor	PAX8 inh HTS	EWS-Fli block	INS-1E GSIS act	FN deposition inh	DENV2 CPE rescue
O=C(NC(=S)NNC(=O)c1ccccc1[N+](=O)[O-])c1ccc(Br)cc1	-1	1.2	2	0	9	2	15
COc1cccc(S(=O)(=O)N2C[C@H](O)COC[C@@H]3O[C@H](CC(=O)N4CCCCC4)CC[C@H]32)c1	1[16.7 µM]	5.4	-4	9	3	0	3
CCN(CC)c1ccc(/C=N/NS(=O)(=O)c2ccc(CNC(C)=O)cc2)cc1	nt	-2.0	0	-17	0	-14	-4
C(#Cc1c(-c2ccsc2)sc2ccccc12)c1ccsc1	6	0.3	16	-1	nt	-1	-3
CCc1nnc(NC(=O)c2nc(Cl)ccc2Cl)s1	nt	4.7	10	nt	7	nt	-5
Cc1ccc(OCC(=O)Nc2cc(S(=O)(=O)N3CCOCC3)ccc2N2CCCC2)cc1	11	-0.6	-1	5	-19	4	2
CC(C)CC#Cc1ccc2c(c1)O[C@H](CN(C)CC1CCOCC1)[C@@H](C)CN([C@@H](C)CO)S2(=O)=O	37[16.7 µM]	5.1	nt	20	-5	nt	2
CCn1c(COc2cccc(OC)c2)nnc1SCC(=O)Nc1cc(OC)ccc1OC	22	nt	nt	nt	-10	-6	nt
CCCNC(=O)C[C@@H]1C[C@H]2c3cc(NS(=O)(=O)c4cccc(OC)c4)ccc3O[C@H]2[C@H](CO)O1	6[16.7 µM]	-3.2	nt	15	-6	1	2

Remaining list, next part:
SMILES	miR-122 sensor	CFTR F508del cor	PAX8 inh HTS	EWS-Fli block	INS-1E GSIS act	FN deposition inh	DENV2 CPE rescue
Clc1cccc(-c2ccc3ncnc(NCc4cccnc4)c3c2)c1	2	-2.8	2	2	6	14	17
O=C1CCC[C@@H]2[C@H](Cc3ccccc3)[C@@H](O)C[C@@H]3CCN1[C@@H]32	-12	-0.2	20	-3	2	8	13
CN(Cc1nccs1)C(=O)C1CCC(=O)N(CCc2ccc(Cl)cc2)C1 (stereo not given)	0	0.1	-8	nt	-7	-4	7
CCC(Sc1ncccc1C(=O)O)C(=O)N1CCOCC1 (stereo not given)	1	nt	nt	nt	10	8	nt
C=C1C(=O)[C@]23C[C@H]1CCC2[C@]1(C)C(=O)CC[C@@](C)(C(=O)O)C1C[C@@H]3O (stereo not given in full)	6	-0.5	65*	9	93*	nt	-4
CC1CCC2(CC1)NC(=O)N(CC(=O)Nc1cccc(S(=O)(=O)N3CCCC3)c1)C2=O (stereo not given)	2	0.0	-2	1	nt	-7	1
Cc1ccc(NC(=O)COC(=O)c2ccc(C)c(S(=O)(=O)N3CCOCC3)c2)cc1	-2	-1.8	-1	-3	-14	-2	0
O=C(CNS(=O)(=O)c1ccccc1)N1CCCC1	2	0.9	-3	-24	6	0	2
COc1ccc(OC)c(C(=O)/C=C/c2cccnc2)c1	nt	-0.2	72*	32	-35	0	-2
COc1ccccc1CNC(=O)C[C@H]1C=C[C@H](NC(=O)CN(C)C)[C@H](CO)O1	nt	0.1	nt	nt	7	nt	-7
O=C(C[C@@H]1C[C@H]2c3cc(NC(=O)NC4CCCC4)ccc3O[C@H]2[C@@H](CO)O1)NCC1CC1	0[16.7 µM]	0.4	-4	1	4	-12	-2
CCN(CC)S(=O)(=O)c1ccc(C(=O)NC(=S)N(CCC#N)Cc2cccnc2)cc1	0	0.1	-25	-1	12	-13	-7
COCc1nnc(NS(=O)(=O)c2ccc(Cl)cc2)s1	0	4.0	-14	14	24	2	-2
C=CCn1c(C(C)(C)C)nc2ccccc21	7	-2.3	-4	-14	-7	nt	-3
CCC(C(=O)OCC(=O)Nc1cc(Cl)ccc1Cl)c1ccccc1 (stereo not given)	-7	nt	-9	nt	-11	-2	nt
CCc1cc(=O)oc2cc3oc(C)c(C)c3cc12	0	nt	nt	nt	-1	-29	nt
COc1ccc2c(c1)OC[C@H]1[C@H]2N2C(=O)CN(C)C(=O)[C@@]2(C)[C@H]1c1ccccc1	-3	1.6	10	2	6	4	1
Cc1cc(C)n(CC(=O)N2CCCC(N3CCN(c4cccc(C(F)(F)F)c4)CC3)C2)n1 (stereo not given)	-9	-0.5	-1	6	-23	-2	0
CN(C)C(=O)[C@@H]1[C@@H](CO)[C@@H]2Cn3c(ccc(-c4cncnc4)c3=O)[C@H]1N2C(=O)NC1CCCC1	nt	nt	-9	-3	22	nt	nt
CC(C)NC(=O)c1ccc2c(c1)N(CC(=O)Nc1ccccc1F)C(=O)C(C)(C)O2	1	-0.2	21	4	-1	-6	?
C[C@H](CO)N1C[C@H](C)[C@@H](CN(C)S(=O)(=O)c2ccccc2)Oc2ccc(NC(=O)c3ccncc3)cc2CC1=O	3[16.7 µM]	-0.5	-3	8	14	-20	-5
Cn1cnnc1SCC(=O)Nc1ccccc1	2	-1.7	-3	-4	-1	1	-5
C[C@H]1CN([C@@H](C)CO)C(=O)c2c(c3ccccc3n2C)-c2ccccc2CO[C@H]1CN(C)Cc1cccc(F)c1	-1	6.3	6	3	-29&-27	-2&-13	13
O=C(C[C@@H]1C/C=C\C[C@@H](Cc2ccc(F)cc2)C(=O)OC[C@@H]2CCCN2C1=O)NCCO	nt	1.7	-1	1	-8	8	16
COCC(=O)N(C)C[C@@H]1Oc2ncc(C3=CCCC3)cc2C(=O)N([C@@H](C)CO)C[C@H]1C	nt	-1.2	-21	-16	29	nt	0
Cn1cc2cc(NC(N)=S)ccc2n1	-3	-0.5	-12	-11	-2	-1	-5
Cc1ccccc1NC(=S)NCc1ccc(F)cc1	3	0.8	15	9	5	3	-3
Cc1cc(C(=O)COc2cc(F)ccc2[N+](=O)[O-])c(C)n1C1CC1	7	-1.2	-5	-8	-2	nt	nt
COc1ccc(/C=N/c2oc(C)c(C)c2C#N)c(OC)c1	nt	-2.1	12	2	-5	-6	2
CC(C#N)Sc1ccc(S(=O)(=O)N2CCCC2)cn1 (stereo not given)	-1	-0.3	-3	3	17	0	?
CCCC#Cc1cnc2c(c1)C(=O)N([C@H](C)CO)C[C@@H](C)[C@H](CN(C)Cc1ccc(F)cc1)O2	4[16.7 µM]	0.1	nt	9	-29	2	-9
COCC(=O)N1C[C@H](C)[C@H](OC)CN(C)C(=O)c2cc(NC(=O)c3ccc(OC)cc3)ccc2OC[C@H]1C	-7[16.7 µM]	2.4	1	-6	-5	-6	-3
O=C(NC(=S)Nc1ccc(Br)cn1)c1cccnc1	nt	1.6	-112	-74	30	-7	5
CCCN(CC(=O)Nc1ccccc1C)C(=O)c1cnc(C)cn1	1	0.3	nt	-4	-1	0	0
O=C(Cn1cc(SCc2cccc(Cl)c2)c2ccccc21)N1CCOCC1	16	nt	-51	nt	-20	-5	nt
O=C(CSc1ncccc1C(=O)O)c1ccccc1F	nt	0.9	7	-13	10	1	6
COc1ccc(-c2nnc(SC(C)C(=O)Nc3cccc(Cl)c3)o2)cc1 (stereo not given)	-1	nt	-195	nt	nt	-31	nt
CCOC(=O)CSc1nnc(CNC(=O)c2ccc(OC)cc2)n1-c1ccc(OC)cc1	3	nt	5	nt	10	12	nt
CN1C(=O)c2cc(NC(=O)NC3CCCC3)ccc2OC[C@@H]2O[C@@H](CC(=O)O)CC[C@@H]21	-28[16.7 µM]	1.9	-6	-4	0	-8	?

The order is random; any-hit rate near 3.9%.
